NPYLR7 agonist: activates Aedes aegypti NPYLR7 receptor | activation, % at 10 µM | AID 1259423 | 270,000 compounds, 0.15% hits | HEK293T NPYLR7/Galpha15, GCaMP6s calcium fluorescence; in the data active means activation above about 40%;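 further: 0% = vehicle and 100% = reference agonist at the receptor; some compounds past the cut are filed as inactive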
mcGAS inh: mouse cGAS inhibition by luminescence. Q8C6L5. recombinant cGAS, Kinase-Glo ATP depletion luminescence. inhibition, % at 12.5 µM. 160,000 compounds, 0.15% hits;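 further: 0% = negative control wells and 100% = reference inhibitor with no enzyme activity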
hcGAS inh: human cGAS inhibition. Q8N884. recombinant h-cGAS, ATP depletion, Kinase-Glo luminescence. inhibition, % at 12.5 µM. 290,000 compounds, 0.081% hits. AID 1259398;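 further: 0% = vehicle reaction and 100% = reaction without DNA for no activity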
Target sequence (Q8N884 whole entry, looked up): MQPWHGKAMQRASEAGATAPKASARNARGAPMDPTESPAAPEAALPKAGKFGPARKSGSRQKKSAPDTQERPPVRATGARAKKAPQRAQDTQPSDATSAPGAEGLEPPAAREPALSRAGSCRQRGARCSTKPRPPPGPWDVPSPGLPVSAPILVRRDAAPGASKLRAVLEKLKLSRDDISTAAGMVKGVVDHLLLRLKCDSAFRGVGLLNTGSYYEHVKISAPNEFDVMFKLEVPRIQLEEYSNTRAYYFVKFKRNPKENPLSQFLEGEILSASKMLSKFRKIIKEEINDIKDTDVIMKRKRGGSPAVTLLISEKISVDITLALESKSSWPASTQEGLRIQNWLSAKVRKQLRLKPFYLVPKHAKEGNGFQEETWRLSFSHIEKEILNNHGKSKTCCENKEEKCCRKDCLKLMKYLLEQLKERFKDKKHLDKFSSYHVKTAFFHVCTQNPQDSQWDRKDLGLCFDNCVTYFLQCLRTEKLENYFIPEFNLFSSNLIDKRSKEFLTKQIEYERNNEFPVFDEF
* = called active by the depositor; . = not tested or not shown; & = joins results of further samples. Unless noted, no stated cut-off is given here; in the data, active means inhibition above about 40%; inactive means the rest.

1. Cc1cccc(COC(CN2CCN(C(=O)c3cccnc3Cl)CC2)c2ccc(Cl)cc2)c1 (stereo not given)
2. CC1=C(C/C=C(\C)CCCC(C)CCCC(C)CCCC(C)C)C(=O)c2ccccc2C1=O (stereo not given)
3. Cc1cc(N2C(=O)CC(N3CCC(C(=O)N4CCOCC4)CC3)C2=O)no1 (stereo not given)
4. OCC1(Cc2ccccc2Cl)CCN(Cc2c(O)ccc3ccccc23)CC1
5. CCc1oc(C(=O)N(c2ncc(C(=O)OC)s2)C2CC2)cc1C
6. N#Cc1ccc(N2CCN(C(=O)C(=O)N3CCOCC3)CC2)c(F)c1
7. O=C(CSc1nc(-c2cccs2)c(-c2cccs2)[nH]1)N1CCNC1=O
8. COc1cccc(C(CN2CCN(C(=O)Nc3cc(OC)c(OC)c(OC)c3)CC2)OCc2ccc(C#N)cc2)c1 (stereo not given)

assay / entry	1	2	3	4	5	6	7	8
NPYLR7 agonist	.	-4	2	1	0	18	3	.
hcGAS inh	-9	-2	-8	-8	-7	-7	-6	-8
mcGAS inh	-8	.	-6	-9	.	-18	.	-6

9. CN1CCCC(CN2CCN(c3c4c(nc5ncnn35)CCCC4)CC2)C1 (stereo not given)
10. CCc1nc2ccc(C(=O)NCc3ccc(OC)cc3)cn2c1N(CC)C(=O)NCCc1ccccc1
11. CCC(CC)NCC(c1cccnc1)N1CCOCC1 (stereo not given)
12. O=C(Cc1ccccc1)N(CCn1cccn1)c1nc2c(Cl)cccc2s1
13. C=CCOC1C[C@](OCc2ccc(F)cc2)(C(=O)NC(C)C)C[C@@H](O)[C@H]1O (stereo not given in full)
14. CCC(N)(C(=O)OC)c1ccccc1 (stereo not given)
15. COC(=O)CCc1c(C)nn(-c2ccc(C(=O)NC3CCC(C)CC3)cc2)c1C (stereo not given)
16. C=CCn1c(C)cc(C(=O)CC#N)c1C

assay / entry	9	10	11	12	13	14	15	16
NPYLR7 agonist	24	-25	-2	-17	37	9	-3	-3
hcGAS inh	-8	1	-2	2	-8	-7	-9	-4
mcGAS inh	-8	2	.	-1	-5	.	-3	.

Sorted by length of the SMILES (ascending): part of the list above
14. CCC(N)(C(=O)OC)c1ccccc1 (stereo not given)
16. C=CCn1c(C)cc(C(=O)CC#N)c1C
11. CCC(CC)NCC(c1cccnc1)N1CCOCC1 (stereo not given)
5. CCc1oc(C(=O)N(c2ncc(C(=O)OC)s2)C2CC2)cc1C
9. CN1CCCC(CN2CCN(c3c4c(nc5ncnn35)CCCC4)CC2)C1 (stereo not given)
6. N#Cc1ccc(N2CCN(C(=O)C(=O)N3CCOCC3)CC2)c(F)c1
7. O=C(CSc1nc(-c2cccs2)c(-c2cccs2)[nH]1)N1CCNC1=O
3. Cc1cc(N2C(=O)CC(N3CCC(C(=O)N4CCOCC4)CC3)C2=O)no1 (stereo not given)
15. COC(=O)CCc1c(C)nn(-c2ccc(C(=O)NC3CCC(C)CC3)cc2)c1C (stereo not given)
1. Cc1cccc(COC(CN2CCN(C(=O)c3cccnc3Cl)CC2)c2ccc(Cl)cc2)c1 (stereo not given)

assay / entry	14	16	11	5	9	6	7	3	15	1
NPYLR7 agonist	9	-3	-2	0	24	18	3	2	-3	.
hcGAS inh	-7	-4	-2	-7	-8	-7	-6	-8	-9	-9
mcGAS inh	.	.	.	.	-8	-18	.	-6	-3	-8

2. CC1=C(C/C=C(\C)CCCC(C)CCCC(C)CCCC(C)C)C(=O)c2ccccc2C1=O (stereo not given)
13. C=CCOC1C[C@](OCc2ccc(F)cc2)(C(=O)NC(C)C)C[C@@H](O)[C@H]1O (stereo not given in full)
8. COc1cccc(C(CN2CCN(C(=O)Nc3cc(OC)c(OC)c(OC)c3)CC2)OCc2ccc(C#N)cc2)c1 (stereo not given)

assay / entry	2	13	8
NPYLR7 agonist	-4	37	.
hcGAS inh	-2	-8	-8
mcGAS inh	.	-5	-6

Next structures follow.
17. N#Cc1ccsc1NC(=O)C1CC(=O)N(C2CCCC2)C1 (stereo not given)
18. CC(C)C1=NOC(C(=O)N(C)CCC(C)(C)O)C1 (stereo not given)
19. CCc1cccc2c(C(CC(=O)NCc3ccccn3)c3ccccc3)cn(CC)c12 (stereo not given)
20. Cc1ccsc1C(=O)NCCC1CN(Cc2ccco2)CCO1 (stereo not given)
21. CCOP(O)(=NNc1ccccc1)OCC
22. CCn1cc(SCC(N)=O)c2ccccc21
23. N[C@H](C(=O)N1CCc2c(nc(-c3ccccc3)[nH]c2=O)C1)c1ccccc1
24. Cc1ccccc1OCCN(C)c1ccc(S(=O)(=O)N2CCOCC2)cn1

assay / entry	17	18	19	20	21	22	23	24
NPYLR7 agonist	6	32	0	0	-5	3	10	-1
hcGAS inh	0	-7	2	-8	-4	-12	-3	-10
mcGAS inh	.	-12	0	.	.	.	-11	.

25. Cc1cc(C)n(-c2nc3c(c(=O)n2CC(=O)NCc2ccccc2)CCCC3)n1
26. CC1CCN(C(=O)c2cn(C)c3c(=O)n(-c4ccc(Cl)cc4)c(=O)[nH]c23)CC1
27. CN(C)/C=C1/N=C2C=C(c3ccccc3)c3cc(Cl)ccc3N2C1=O
28. COc1ccccc1NC(=O)c1nn(-c2ccc(C)cc2)c(=O)cc1OC
29. CCCCCCCC(=O)N1CCN(c2nc(C)nc(C)c2Cc2cc(C)ccc2C)CC1
30. Cc1ccc2cc(NC(=O)C3(C)CCCN(C(C)C)C3)ccc2n1 (stereo not given)
31. Nc1nnc(-c2ccccc2)s1
32. CCn1cnnc1CCNC(=O)c1ccc2c(c1)OCO2

assay / entry	25	26	27	28	29	30	31	32
NPYLR7 agonist	.	4	4	5	.	-1	-5	12&1
hcGAS inh	0	-6	-1	-8	-2	-8	-9	-9&-3
mcGAS inh	-7	.	.	-7	-4	.	-2	-14

33. CCCCNC(=O)C1(C)CCN1C(=O)c1ccncc1 (stereo not given)
34. COc1ccc(OC)c(C2Nc3ccccc3N=C3CC(C)(C)CC(=O)C32)c1 (stereo not given)
35. O=C(NN=C1CCN(c2ccccc2)CC1)C1CC1
36. CC(C)OCC(O)CN(Cc1c(-c2ccccc2)noc1N1CCOCC1)CC1CCCO1 (stereo not given)
37. Cc1cc(NC(=O)C(C)Oc2ccccc2)n(-c2nc3c(cnn3-c3cccc(Cl)c3)c(=O)[nH]2)n1 (stereo not given)
38. Cc1ccc(CN(Cc2ccc(F)cc2)C(=O)CN(C(=O)c2cccs2)C(C)C)s1
39. CCOC(=O)c1nn(CC(C)C)c2c1CN(C(=O)c1csc3c1CCCC3)CC2
40. COc1ccc(N2C(=O)CSC2c2cccc(N)c2)c(OC)c1 (stereo not given)

assay / entry	33	34	35	36	37	38	39	40
NPYLR7 agonist	3	-4	-3	9	.	-9	-11	-11
hcGAS inh	-9	-2	1	-5	-1	5	0	-1
mcGAS inh	-5	-1	.	-5	-1	-1	-9	.

41. Cc1cc(C)nc(NS(=O)(=O)c2ccc(NC(=O)c3ccccc3I)cc2)n1
42. N#Cc1ccc(Cl)cc1NC1CCCCC1
43. COc1ccc(CCN2CCC(CN(C)C(=O)c3sccc3Cl)CC2)cc1
44. CN(C)CCCN(C(=O)c1ccc(Cl)s1)c1nc2ccc(F)cc2s1
45. CNC(=O)CC1C(=O)NCCN1Cc1cccc2c1OCO2 (stereo not given)
46. COc1ccc(C)c2sc(N(Cc3ccccn3)C(=O)CCS(=O)(=O)c3ccccc3)nc12
47. Cc1ccc(CCNC(=O)CCC(C)N2CCN(C)CC2)o1 (stereo not given)
48. CCn1c2ccccc2c2nnc(SCC(=O)N3CCCCC3)nc21

assay / entry	41	42	43	44	45	46	47	48
NPYLR7 agonist	-8	-11	-11	-1	2	-1	.	6
hcGAS inh	-7	-3	-2	-3	-10	1	0	-1
mcGAS inh	-6	.	.	-6	-13	0	-1	-6

Whole records, looked up by structure. Order of screens: NPYLR7 agonist, hcGAS inh, mcGAS inh
`CNC(=O)CC1C(=O)NCCN1Cc1cccc2c1OCO2` (stereo not given) across the screens: 2, -10, -13
`Cc1cc(C)nc(NS(=O)(=O)c2ccc(NC(=O)c3ccccc3I)cc2)n1` across the screens: -8, -7, -6

(cont.)
49. Cc1noc(-c2ccc(C(C)(C)C)cc2)c1C(=O)NC(C)c1ccc(Br)cc1 (stereo not given)
50. O=C(Cn1cnc2c([nH]c3ccc(Br)cc32)c1=O)N1CCN(c2ccccn2)CC1
51. O=C(COc1ccc2c(c1)OCO2)NCCCn1ncccc1=O
52. O=C(NCc1cn2cc(Br)ccc2n1)Nc1cccc2c1OCCO2
53. COc1ccccc1-n1ncc2c(C)n[nH]c(=S)c21
54. CC1(c2nc(C3CC3)no2)CCCN(Cc2noc(C3CCCC3)n2)C1 (stereo not given)
55. Cc1ccccc1N1CCN(C2CCCN(C(=O)c3ccc(-c4ccco4)cc3)C2)CC1 (stereo not given)
56. O=C1c2ccccc2C(=O)c2cc(S(=O)(=O)N3CCCCCC3)ccc21

assay / entry	49	50	51	52	53	54	55	56
NPYLR7 agonist	-1	.	-10	7	0	.	14&-3	-10
hcGAS inh	-7	-6	-9	3	-13	-2	-4&-3	-1
mcGAS inh	-7	-8	-13	-4	.	0	-10&-4	4

57. CCOC(=O)C1=C(C)NC(C)=C(C(=O)OC)C1c1ccco1 (stereo not given)
58. COCCn1c(Cc2ccccc2)nn(CN2CCCC2c2cc(OC)ccc2OC)c1=S (stereo not given)
59. CC(C)(C)c1ccc(C(=O)N2CCC(n3nccc3NC(=O)c3cccc(F)c3)CC2)cc1
60. CC(C)C(Sc1nnc(-c2cccc(Cl)c2)o1)C(=O)N(C)C (stereo not given)
61. COc1ccccc1C(=O)N(CC(=O)N1CCc2sccc2C1COc1ccc(Cl)cc1)CC(C)C (stereo not given)

assay / entry	57	58	59	60	61
NPYLR7 agonist	-7	3	13	-6	17
hcGAS inh	1	-1	-5	-6	-4
mcGAS inh	-5	.	-4	-15	-5

The order is random, and some 0.29% of all compounds hit somewhere here.
